ERp5 inh – blocks human ERp5 reductase activity on insulin. ERp5 insulin aggregation, absorbance 650 nm, 90 min. AID 651711. inhibition, % at 9.99 µM. Q15084. 350,000 tested, 0.05% active;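 active means mean replicate inhibition above about 25%, with every replicate also reaching it, limit read from the data, passing the limit was not always enough; inconclusive means only one of those two criteria met; inactive means neither criterion met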
Target sequence (Q15084 whole entry, looked up): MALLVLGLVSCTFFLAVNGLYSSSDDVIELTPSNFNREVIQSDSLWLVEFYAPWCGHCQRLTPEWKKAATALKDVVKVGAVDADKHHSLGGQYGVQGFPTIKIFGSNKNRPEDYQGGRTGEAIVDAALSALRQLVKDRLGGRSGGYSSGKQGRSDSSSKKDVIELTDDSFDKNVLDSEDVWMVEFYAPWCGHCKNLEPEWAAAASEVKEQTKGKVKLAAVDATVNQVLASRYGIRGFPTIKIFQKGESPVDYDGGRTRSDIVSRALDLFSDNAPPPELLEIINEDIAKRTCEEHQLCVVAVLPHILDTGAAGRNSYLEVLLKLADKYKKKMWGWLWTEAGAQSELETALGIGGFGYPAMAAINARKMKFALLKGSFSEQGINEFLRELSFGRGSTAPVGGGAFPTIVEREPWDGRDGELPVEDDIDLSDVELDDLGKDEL
DENV2 CPE rescue – inhibitors of DENV2 cytopathic effect; DENV2-infected cells, cytopathic effect rescue, plate reader; CPE inhibition, % at 9.99 µM; 350,000 tested, 1.7% active; AID 651640; in the data active means CPE inhibition above about 20%, passing the limit was not always enough; inconclusive means no clear call, values can overlap the other calls; tested in BHK-21 cells;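 further: 0% = median of neutral control wells and 100% = median of positive control wells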
SIRT5 block – inhibitors of human sirtuin-5 desuccinylase | Q9NXA8 | Purified SirT5, succinyl-peptide AMC, trypsin-coupled fluorescence | inhibition, % at 15 µM | 330,000 tested, 1.1% active; in the data active means inhibition above about 15%; inconclusive means no clear call, values can overlap the other calls
CFTR F508del cor – correctors of CFTR F508del function in bronchial epithelial cells; CFBE cells, YFP halide quenching; stimulated with forskolin plus potentiator P3; % fluorescence drop versus neutral controls; activity (quench increase), % at 7.58 µM; 350,000 tested, 0.36% active; AID 720511;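 active means mean added fluorescence quench of at least 8% versus neutral control, with both replicates also reaching 8%; inconclusive means only one of the mean or replicate conditions met; inactive means mean below 8% and not both replicates reaching 8%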;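 further: cells transiently co-express mutant CFTR-F508del with the halide-sensitive YFP; corrector assay measuring rescue of mutant channel to the surface after 24 h compound exposure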
CASP6 VEID inh – inhibitors of human caspase-6 | inhibition, % at 12.5 µM | P55212 | AID 686996 | purified caspase-6, Z-VEID-R110 cleavage fluorescence | 350,000 tested, 0.53% active;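 active means mean inhibition across replicates at least about 35%, with every replicate also reaching that limit, limit read from the data; inconclusive means only one of the two criteria met; inactive means neither criterion met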;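 further: 0% = median of neutral control wells and 100% = no fluorescence left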
Target sequence (P55212 24-179 limits assumed): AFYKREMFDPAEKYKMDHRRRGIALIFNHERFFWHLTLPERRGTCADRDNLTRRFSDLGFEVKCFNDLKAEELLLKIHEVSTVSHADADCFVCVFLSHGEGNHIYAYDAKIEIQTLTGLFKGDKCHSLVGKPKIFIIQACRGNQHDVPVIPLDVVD
Target sequence (P55212 194-293 limits assumed): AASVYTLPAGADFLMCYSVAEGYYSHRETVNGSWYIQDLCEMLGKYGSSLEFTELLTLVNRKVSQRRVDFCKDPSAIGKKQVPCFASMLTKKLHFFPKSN
ERAP1 inh – inhibitors of human ERAP1 aminopeptidase | 340,000 tested, 0.15% active | inhibition, % at 10.7 µM | recombinant ERAP1, Leu-AMC fluorescence, 60 min | AID 652197;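 active means mean replicate inhibition of at least 30%, or all replicates individually reaching that 30% level; inactive means mean below 30% and not every replicate reaching it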;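 further: 0% = neutral control wells and 100% = L-leucinethiol positive control wells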
miR-122 sensor – blocks miR-122 activity in Huh7 sensor cells. Huh7 miR-122 Renilla luciferase sensor, 48 h; neutral wells = 0, positive control = 100. activation (reporter increase), % at 12.5 µM. 340,000 tested, 0.3% active. AID 602342;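 active means mean replicate activation score at least 90 and every replicate individually at or above 90; inconclusive means only one of the two criteria met; inactive means neither criterion met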;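 further: higher luciferase means less miR-122 activity so hits act as miR-122 inhibitors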
Starred values were filed as active, the others as inactive; ? = inconclusive; . = not tested or not shown; [ ] = remark or other dose.

structure	ERp5 inh	DENV2 CPE rescue	SIRT5 block	CFTR F508del cor	CASP6 VEID inh	ERAP1 inh	miR-122 sensor
COc1ccc(C(=O)NCc2nnc(SCC(=O)Nc3cc(OC)ccc3OC)o2)cc1	-5	1	-2	-2.7	.	-2	-1
O=C(N[C@@H]1CC[C@@H](CCNS(=O)(=O)c2ccc(F)cc2)O[C@H]1CO)C1CC1	-1	4	-3	-1.6	-3	2	.
CCN(CC)N=Nc1ccc(S(=O)(=O)Nc2c(C)n(C)n(-c3ccccc3)c2=O)cc1	2	3	1	-1.8	1	-2	.
COc1ccc2c3c(n(C)c2c1)[C@H](CO)NCC31CN(C(=O)c2cccc(F)c2)C1	2	-1	2	-4.2	.	.	.
CCOC(=O)N1CCN(C(=O)CCc2cc(OC)c(OC)c(OC)c2)CC1	-4	8	0	-1.0	-3	-3	.
NS(=O)(=O)c1ccc(CNC(=O)c2cccnc2Cl)cc1	-3	0	-12	4.5	1	2	-3
COc1ccc(-c2cnc3c(c2)C(=O)N([C@@H](C)CO)C[C@@H](C)[C@H](CN(C)C(=O)C2CCOCC2)O3)cc1	-1	-4	0	-0.9	-2	-1	0[16.7 µM]
Cc1ccc(Cl)c2sc(N3CCN(C(=O)c4ccco4)CC3)nc12	0	5	-5	0.8	0	3	.
O=C(c1ccc2ncsc2c1)N1CCN(c2nc3ccccc3s2)CC1	-14	3	-4	1.9	1	-2	.
COCCNC(=S)N1CCN(S(C)(=O)=O)CC1	3	7	-6	1.5	-1	3	.
O=C(C1CCC1)N1CCCc2cc(S(=O)(=O)N3CCN(c4ccccc4)CC3)ccc21	3	3	-3	-1.4	-9	0	3
Cc1ccc(-c2ccc3c(c2)O[C@H](CN(C)Cc2cccnc2)[C@H](C)CN([C@H](C)CO)S3(=O)=O)cc1	-4	4	18*	-3.6	3	1	-9[16.7 µM]
CN(C)S(=O)(=O)c1cc(C(=O)Nc2ccn(C)n2)c(Cl)cc1Cl	2	-2	-2	0.2	0	0	-8
Cc1ccccc1COc1cccc(/C=N/NC(=O)c2nnn(-c3nonc3N)c2C)c1	2	16	-3	-2.6	-2	0	1
CO[C@@H]1CN(C)C(=O)c2cc(NC(=O)C3CCC3)ccc2OC[C@@H](C)N(C(=O)Nc2ccc(C(F)(F)F)cc2)C[C@H]1C	-2	-8	11	-1.3	2	1	1[16.7 µM]
C[C@H]1CN([C@@H](C)CO)S(=O)(=O)c2ccc(C#Cc3cccc(F)c3)cc2O[C@H]1CN(C)C(=O)NC1CCCCC1	0	7	15	12*	0	2	-5[16.7 µM]
CC1Cc2ccccc2N1C(=O)CSc1nnc(Cn2nnc3ccccc32)n1C (stereo not given)	-5	0	8	0.0	-3	3	2
C[C@H](CO)N1C[C@H](C)[C@H](CN(C)C(=O)Cc2cccnc2)Oc2ncc(C#CCc3ccccc3)cc2C1=O	-4	4	4	4.5	3	3	-3[16.7 µM]
C[C@@H]1CN([C@H](C)CO)C(=O)c2cc(NC(=O)C3CC3)ccc2O[C@H]1CN(C)C(=O)Nc1ccc(C(F)(F)F)cc1	-1	-5	3	0.6	2	-1	11[16.7 µM]
O=[N+]([O-])c1ccc2[nH]c(=S)[nH]c2c1	-6	-2	.	-1.8	-1	2	3
O=C(N[C@@H](Cc1ccc(O)cc1)C(=O)O)c1ccncc1	0	?	-3	1.8	2	-2	-5
Cc1cc(-c2ccc(C)c(S(=O)(=O)NCc3ccc(OC(C)C)cc3)c2)on1	-8	9	2	-4.5	6	-3	7
Cc1noc(C)c1NC(=O)N(C)C[C@@H]1Oc2c(NS(=O)(=O)c3ccccc3)cccc2C(=O)N([C@@H](C)CO)C[C@H]1C	-20	-4	6	1.6	0	2	-4[16.7 µM]
Cc1ccc(NC(=O)CCn2cnc3cc(C)c(C)cc32)cc1	2	-4	0	-1.7	-1	1	.
COc1cc(C(=O)O[C@H]2C/C(C)=C/CC[C@@]3(C)O[C@@H]3[C@H](O)[C@@H]2C(C)C)cc(OC)c1OC	0	0	2	-2.4	3	0	6
O=C(Cc1ccncc1)N1CC[C@@H]2[C@H](CO)Nc3ccc(-c4ccccc4F)cc3[C@@H]21	2	2	-3	-0.7	-2	0	-4[16.7 µM]
CC1CCN(C(=O)c2ccc3c(c2)NC(=O)CN3)CC1	2	17	1	3.8	6	-2	.
COc1ccc(S(=O)(=O)N2CCc3ccccc32)cc1C(=O)OCC(=O)c1c(N)n(C)c(=O)n(C)c1=O	1	3	.	-1.1	0	1	.
COc1ccccc1N1C(N)=NC(N)=NC12CCCCC2	-3	-1	-2	-0.2	-3	3	0
COc1ccc(OC)c(/C=N\Nc2nccs2)c1	0	1	-2	.	1	-2	-2
COc1ccccc1-c1nnc(-c2ccc(C)cc2)o1	1	-9	-2	-2.1	2	-1	0
Cc1ccc(NC2CCCN(C(=O)CSc3ccccn3)C2)cc1C (stereo not given)	4	-6	-2	0.5	-2	-1	-2
O=C(CC[C@H]1O[C@@H](n2ccc(=O)[nH]c2=O)[C@H](O)[C@@H]1O)N[C@H](Cc1ccccc1)C(=O)NC1CCCCC1	5	-4	-2	-3.5	0	0	-2
CC1(C)Cc2c(c(N3CCOCC3)nc3snc(N)c23)CO1	-9	.	-4	.	-1	0	-2
CCN1[C@H](C(=O)NCCOC)[C@@H](CO)[C@@H]2Cn3c(ccc(-c4ccc(C(=O)N(C)C)cc4)c3=O)[C@@H]21	6	0	-3	-1.4	2	-2	-4[16.7 µM]
C[C@@H]1CN([C@@H](C)CO)C(=O)c2cc(NC(=O)CCC(F)(F)F)ccc2O[C@@H](C)CCCCO[C@H]1CN(C)C(=O)Nc1ccccc1	-3	5	2	2.3	2	2	-4[16.7 µM]
COc1cc(C=O)ccc1OS(=O)(=O)c1ccccc1[N+](=O)[O-]	0	0	-1	0.4	4	0	.
CS(=O)(=O)c1ccc(C(=O)OCc2nnc(-c3ccccc3)o2)cc1[N+](=O)[O-]	9	8	-4	0.0	9	-2	.
Cc1nnc2ccc(-c3ccc(NC(=O)c4ccco4)cc3)nn12	2	3	-1	0.0	11	17	.
CCC(C)(NC(=O)c1ccc(=O)[nH]c1)C(=O)NC1CCCC1 (stereo not given)	-3	-9	-1	1.8	3	3	-4
COc1ccc(-c2sc3cc4c(cc3c2C#Cc2cncn2C)OCO4)cc1	-2	34*	.	3.8	-1	1	9
CC(=O)Nc1ccc(S(=O)(=O)Nc2nc3ccccc3nc2Nc2ccc(O)cc2)cc1	2	-1	2	2.0	4	9	.
CN1CCN(c2nc(-c3ccc(Cl)s3)cs2)CC1	1	-5	2	-1.5	-7	2	-6
N#Cc1ccc(-c2cccnc2)nc1SCC(=O)Nc1sc2c(c1C#N)CCC2	0	-5	-2	2.2	9	-4	.
CC(C)NC(=O)Nc1cccc2c1O[C@H](CN(C)Cc1ccc(C(F)(F)F)cc1)[C@H](C)CN([C@H](C)CO)C2=O	7	19	-4	0.2	-2	1	6[16.7 µM]
C[C@H](CO)N1C[C@H](C)[C@@H](CN(C)C(=O)NC2CCCCC2)Oc2c(NC(=O)C3CCOCC3)cccc2C1=O	2	1	-3	-3.6	1	1	31[16.7 µM]
C[C@H](CO)N1C[C@H](C)[C@H](CN(C)CC2CCCCC2)Oc2ccc(NC(=O)Cc3cn(C)c4ccccc34)cc2CC1=O	17	1	2	4.5	-3	-1	-9[16.7 µM]
CCC(=O)Nc1ccc2c(c1)OC[C@@H](C)N(Cc1ccc(-c3ccccn3)cc1)C[C@@H](C)[C@H](OC)CN(C)C2=O	-2	-6	.	4.9	0	3	.
Cc1ccc(NC(=O)N2CCCCCC2)cc1	-2	-6	-1	0.4	2	4	8
CCCCNC(=O)C[C@@H]1C[C@@]2(C(=O)OC)CCCCC=C2N(Cc2ccc3c(c2)OCO3)C1=O	-1	0	-1	2.7	4	.	.
CCOc1ccc(/C=N/NC(=O)c2ccoc2C)cc1OC	5	0	-3	3.4	-4	-5	-5
COC(=O)c1ccc(CN2CCN(C(C)C)C(CCO)C2)cc1 (stereo not given)	4	6	.	0.0	-3	-3	-2
COc1cc(OC)c(S(=O)(=O)Nc2ccccc2C(=O)O)cc1S(=O)(=O)Nc1ccccc1C(=O)O	9	3	1	1.2	4	.	-2
O=c1ccn([C@@H]2O[C@H](CNCc3ccc(-c4cc(C(F)(F)F)ccc4Cl)o3)[C@@H](O)[C@H]2O)c(=O)[nH]1	-1	-7	.	4.3	-3	4	-4
C[C@@H]1CN([C@H](C)CO)C(=O)c2cccc(NS(=O)(=O)c3ccc(F)cc3)c2O[C@H]1CN(C)Cc1ccc(C(=O)Nc2ccccc2N)cc1	2	0	7	0.1	0	0	.
CN(C)CCCN(C(=O)c1ccco1)c1nc2ccc(Cl)cc2s1	2	-1	0	3.4	-4	7	-4
COc1cccc(C(=O)Nc2ccc3c(c2)OC[C@H](C)N(CCc2ccccc2)C[C@H](C)[C@@H](OC)CN(C)C3=O)c1	0	6	-1	2.2	-3	-1	.
C=CCC1(Cl)C(=O)C(Cl)=C(N2CCN(C)CC2)C1(OC)OC (stereo not given)	-2	-4	-1	2.7	-4	-2	-3
Cc1cc(NNC(=O)c2ccccc2)nc(NNC(=O)c2ccccc2)n1	0	-4	-1	0.2	-1	-2	-2
C=CC[C@H](CC(=O)NCCO)C(=O)N[C@@H](C)COC(=O)[C@H](CC=C)CC(=O)OC(C)(C)C	1	-2	0	0.8	0	.	-7

Additional compounds:
structure	ERp5 inh	DENV2 CPE rescue	SIRT5 block	CFTR F508del cor	CASP6 VEID inh	ERAP1 inh	miR-122 sensor
C/C(=N/NC(=O)CNC(=O)c1cccnc1)c1ccc(Cl)c(Cl)c1	3	2	-3	-0.6	-1	-6	7
Cc1cccn2cc(CSc3nnc(Nc4ccc(C(C)C)cc4)s3)nc12	-2	-4	-2	0.3	1	6	.
C[C@@H]1CN([C@@H](C)CO)C(=O)c2cc(-c3ccccc3)cnc2O[C@@H]1CN(C)C(=O)NC1CCCC1	0	14	4	-1.4	-3	1	10[16.7 µM]
CC(=O)c1ccc(N2CCN(c3ccc(C(N)=O)cc3[N+](=O)[O-])CC2)cc1	0	1	-1	-2.4	-2	2	.
C[C@H](CO)N1C[C@H](C)[C@H](CN(C)C(=O)Nc2ccc3c(c2)OCO3)Oc2ncc(-c3cccnc3)cc2C1=O	6	?	3	1.4	-1	1	-2[16.7 µM]
COCCc1ncc(CN2CCCC(C(=O)Nc3cccc(-c4cccc(C)c4)c3)C2)cn1 (stereo not given)	3	3	4	-1.5	-2	2	-2
